Screening data: PubChem BioAssay, National Center for Advancing Translational Sciences (NCATS)
SW480 rereplic: inducers of DNA re-replication in SW480 colon cancer cells; SW480 DNA re-replication, Hoechst DNA content imaging, 48 h; Potency, µM (top dose mostly 46.1 µM), for the others: at the top dose re-replication activation, hits mostly activators; 340,000 tested, 1.8% active; AID 624297; also: potency is read from the fitted curve at half-maximal effect; % of control where 0% means no effect; nearly all actives have a fitted effect of over 55% in size
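Image-based read-out: total Hoechst fluorescence of nuclei (405 nm excitation, 500-530 nm emission), with hits raising the fraction of high-intensity nuclei. SW480 colon cells incubated 48 hr with compounds at 37 C.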
HepG2 tox: HepG2 cytotoxicity, counter-screen for TGF-b inhibitors | Potency, µM (top dose mostly 46.1 µM), for inactives: at the highest dose activity change, negative = cytotoxicity, most hits filed as cytotoxic | 410,000 tested, 0.76% active | HepG2 CAGA-GFP viability, ATP luminescence, 18 h | AID 588856; also: potency is read from the fitted curve at half-maximal effect; some results filed as inactive show a strong effect at the top dose
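HepG2 CAGA-GFP cells (1000/well, DMEM with 1% FBS) received compound, then TGF-beta at 500 pg/mL final, and were incubated 18 hours at 37 degrees C. Viability was read by CellTiter-Glo luminescence. Media-only wells were set as complete cell-killing and DMSO as no toxicity.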
HT1080 IDH1KD tx: HT-1080 IDH1 knockdown cell toxicity (counter line); Potency, µM (doses to about 46.1 µM), without a hit: top-dose activity, negative = toxicity, hits mostly cytotoxic; HT-1080 IDH1 knockdown viability, ATP luminescence, 48 h; AID 686971; 360,000 tested, 2% active;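 also: potency is read from the fitted curve at half-maximal effect; 0% = DMSO wells and -100% = cell-free medium wells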
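In this qHTS, HT-1080 cells depleted of IDH1 are exposed for 48 h at 37 °C to compound titrations. Toxicity is scored from CellTiter-Glo luminescence, with DMSO as full viability and medium alone as none.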
KB-3-1 tox: KB-3-1 parental cell cytotoxicity. AID 1347075. Potency, µM (doses to about 46.1 µM), inactives show top-dose activity change, negative = cytotoxic, most hits filed as cytotoxic. KB-3-1 viability, CellTiter-Glo ATP luminescence, 72 h. 400,000 tested, 1.4% active; also: potency is read from the fitted curve at half-maximal effect; % is scaled to controls: 0 for no effect and ±100 for the full control effect; nearly all actives have a fitted effect of over 60% in size
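KB-3-1 parental drug-naive adenocarcinoma cells in DMEM/10% FBS, incubated 72 h at 37 C with pin-transferred compounds across a concentration series. Viability by CellTiter-Glo luminescence; concentration-response curves fitted after normalization.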
S2 tox: viability counter-screen for ATXN expression inhibitors; S2 cells (HEK-293 line with an ATXN2-luciferase reporter) viability, CellTiter-Fluor protease fluorescence, 24 h; Potency, µM (doses to about 56.7 µM), usual class: cytotoxic; 400,000 tested, 0.49% active; AID 651635; also: potency is read from the fitted curve at half-maximal effect; nearly all actives have a fitted effect of over 40% in size
HT1080NT lethal: kills 2HG-producing HT-1080-NT fibrosarcoma cells; HT-1080-NT fibrosarcoma viability, CellTiter-Glo ATP luminescence, 48 h; Potency, µM (top dose mostly 46.1 µM), without a hit: top-dose activity, negative = less viability, actives largely listed as cytotoxic; 360,000 tested, 1.6% active;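 also: NT is the 2HG producing partner of a matched IDH1 knockdown line; potency is read from the fitted curve at half-maximal effect; 0% = DMSO-treated cells and -100% = media-only wells without cells; nearly all actives have a fitted effect of over 55% in size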
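Luminescent CellTiter-Glo readout after 48 hours of compound exposure at 37 degrees C defined viability of HT-1080-NT cells. Activity was normalized to DMSO wells and cell-free media wells; concentration-response curves were fitted and assigned curve classes.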
ATXN2 expr inh: inhibitors of ATXN2 expression. HEK-293 ATXN2-luciferase reporter, luminescence, 24 h. 360,000 tested, 0.72% active. Potency, µM (series often up to 57 µM), without a hit: top-dose activity change, negative = inhibition, most hits filed as inhibitors; also: potency is read from the fitted curve at half-maximal effect; % is scaled to controls: 0 for no effect and ±100 for the full control effect; nearly all actives have a fitted effect of over 55% in size
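ATXN2-luciferase reporter cells (luciferase flanked by upstream and downstream ATXN2 gene portions) were treated 24 h at 37 °C with compounds at up to 57 uM. SteadyGlo luminescence gave expression; GF-AFC fluorescence gave viability.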
IL-1B inflam inh: inflammasome signaling inhibition, IL-1 beta readout; 360,000 tested, 4.7% active; THP-1 LPS/ATP IL-1B secretion, AlphaLISA, 16 h; active compounds read low; activity change, % at 57.5 µM; in the data active = activity change below about -50%; inconclusive = mostly about -30% to -49%; also: % is scaled to controls: 0 for no effect and ±100 for the full control effect
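Secreted IL-1B measured by AlphaLISA bead assay after 16 h compound exposure of THP-1 cells; compounds (final up to 57.5 uM) added 1 h before LPS (250 ng/mL) and ATP (1.25 mM) stimulation; lower signal means less secretion.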
MCF10A rereplic: DNA re-replication induction in MCF 10a cells. AID 624296. MCF 10A DNA re-replication, Hoechst nuclear intensity, 48 h. 350,000 tested, 2.9% active. Potency, µM (series often up to 46.1 µM), for the others: top-dose activity, positive = re-replication, hits mostly activators; also: potency is read from the fitted curve at half-maximal effect; % of control where 0% means no effect; nearly all actives have a fitted effect of over 50% in size
* marks the source's active call; other numbers are inactive results; i = inactive; ? = inconclusive; nt = no result given; & = joins results of further samples; [ ] = dose if it differs, or a comment. Unless noted, calls follow the shape of the dose curve; as a rule, active = well fitted curve in the direction sought with a large enough effect; inconclusive = small, poorly fitted or top-dose-only effect, or another doubt; inactive = no such curve, though single readings can be large; an effect the other way counts as inactive or inconclusive.

Labels used below: A = SW480 rereplic; B = HepG2 tox; C = HT1080 IDH1KD tx; D = KB-3-1 tox; E = S2 tox; F = HT1080NT lethal; G = ATXN2 expr inh; H = IL-1B inflam inh; I = MCF10A rereplic
COC(=O)[C@@H]1CCCN1C(=O)[C@@H](NC(=O)OC(C)(C)C)C(C)C
  A: -3%; B: -2%&-14%; C: -1%; D: 7%; E: i; F: 2%; G: -12%; H: 15; I: -15%

COC(=O)C1CCN(c2nc3ccccc3nc2C(C#N)C(=O)OCC(C)C)CC1 (configuration not stated)
  A: 0%; B: -3%; C: 7%; D: -19%; E: i; F: 13%; G: -17%; H: -4; I: 2%

COc1ccc(-c2ocnc2C(=O)N2CCN(C(=O)C(c3ccccc3)c3ccccc3)CC2)cc1
  A: -6%; B: 3%; C: 0%; D: -2%; E: i; F: -8%; G: -11%; H: -3; I: -6%

Cc1ccc(CN2C(=O)C(C)Nc3ncnc(N4CCN(c5ccccn5)CC4)c32)cc1 (configuration not stated)
  A: 0%; B: -12%; C: -14%; D: ?; E: ?; F: ?; G: ?; H: -2; I: ?

CN(C)S(=O)(=O)N1CCC(Oc2ccc(C(=O)N3CCCCCC3)cc2)CC1
  A: nt; B: -9%; C: -15%; D: -22%; E: i; F: -1%; G: nt; H: 6; I: nt

CC(NS(=O)(=O)CCNC(=O)c1ccccc1)c1ccccc1 (configuration not stated)
  A: 1%; B: 2%; C: -3%; D: 12%; E: i; F: -1%; G: -1%; H: -5; I: -2%

Cc1cccc(/C=N/NC(=O)CC(=O)NCCc2ccccc2)c1
  A: -8%; B: 10%; C: -22%; D: -20%; E: i; F: -32%; G: 6%; H: 24; I: 4%

CCOc1ccccc1N1CCN(C(=O)CC(C)C)CC1
  A: -6%; B: -4%; C: 16%; D: 13%; E: i; F: 14%; G: 6%; H: -3; I: -1%

CCC(C)N1C(=O)CCC1C(=O)O (configuration not stated)
  A: 2%; B: 3%; C: 0%; D: -1%; E: i; F: 1%; G: -7%; H: 6; I: 7%

COc1ccc(N2CCN(C(=O)c3cc(=O)c4cc(C)cc(C)c4o3)CC2)cc1
  A: -4%; B: -24%; C: 0%; D: 9%; E: i; F: -18%; G: -16%; H: -77*; I: 13%

CSc1nc2nc3c(cc2c(=O)n1-c1ccc(C)cc1)COC(C)(C)C3
  A: 0%; B: -14%; C: 10%; D: -11%; E: i; F: 8%; G: 10%; H: 37; I: 9%

CCN(CC(=O)Nc1c(F)cccc1F)C(=O)c1ccc(S(=O)(=O)N2CCCC2)cc1
  A: -6%; B: 3%; C: 1%; D: 1%; E: i; F: -3%; G: -12%; H: -6; I: -1%

COc1ccc(NCC(=O)N/N=C/c2c(C)nn(Cc3ccccc3)c2Cl)cc1
  A: 0%; B: -25%; C: 11%; D: 4%; E: i; F: 6%; G: -1%; H: -1; I: 7%

CCc1ccc(NC(=O)c2cnn3ccccc23)cc1
  A: 7%; B: -40%; C: ?; D: -12%; E: i; F: ?; G: ?; H: -11; I: -7%

CC1(C)Cc2c(sc(NC(=O)c3ccc(Br)o3)c2C#N)CO1
  A: -24%; B: -24%; C: -5%; D: -21%; E: i; F: -1%; G: 29%; H: 0; I: 11%

Brc1ccccc1OCCCCCN1CCOCC1
  A: 2%; B: -10%; C: 0%; D: -2%; E: i; F: -20%; G: 27%; H: 13; I: 12%

O=C(CN1C(=O)c2ccccc2S1(=O)=O)c1ccc(F)c(F)c1
  A: -7%; B: 1%; C: 4%; D: 8%; E: i; F: 10%; G: ?; H: 17; I: 0%

COc1ccc(CNC(=O)CCc2c(C)nc3c4cccnc4nn3c2C)cc1
  A: nt; B: -1%; C: nt; D: 14%; E: i; F: nt; G: -1%; H: nt; I: nt

CC(=O)c1ccc(N2Cc3ccccc3/C2=N\C(=O)Nc2ccccc2)cc1
  A: ?; B: -7%; C: 9%; D: 13%; E: i; F: 3%; G: 32%[activator]; H: 3; I: -1%

COc1cc(CN2C(=S)NC(C)(C)CC2(C)O)cc(OC)c1 (configuration not stated)
  A: -4%; B: -3%; C: 14%; D: 5%; E: i; F: 0%; G: 6%; H: 13; I: 2%

CN(C)C(=O)[C@H]1C[C@H]1[C@@H](O)[C@H](CO)NC(=O)[C@H](Cc1ccccc1)NC(=O)OC(C)(C)C
  A: -26%; B: 15%; C: 15%; D: -4%; E: i; F: 12%; G: 3%; H: 10; I: 0%

COc1ccccc1N(CC(=O)NCCN1CCOCC1)S(=O)(=O)c1ccccc1
  A: -2%; B: -9%; C: 7%; D: -7%; E: i; F: 4%; G: 15%; H: 4; I: 1%

O=C(COC(=O)C(O)c1ccccc1)c1ccc2c(c1)OCCO2 (configuration not stated)
  A: 0%; B: -16%; C: 13%; D: 0%; E: i; F: 3%; G: 0%; H: 36; I: 2%

O=C(Nc1ccc2c(c1)S(=O)(=O)N=C1CCCCCN12)c1ccccc1Cl
  A: 0%; B: -9%; C: -4%; D: 1%; E: i; F: -1%; G: nt; H: -22; I: 1%

Cc1[nH]n(-c2ccccc2)c(=O)c1C=NC1CCCCC1
  A: ?; B: -17%; C: -1%; D: -1%; E: i; F: -3%; G: nt; H: -14; I: 0%

O=C(CCCCn1c(=O)[nH]c2ccccc2c1=O)N1CCN(c2cccc(C(F)(F)F)c2)CC1
  A: ?; B: -28%; C: -29%; D: ?; E: ?; F: -2%; G: -36%; H: -27; I: ?

Cc1cc(C(F)(F)F)nc(NCc2cccnc2)n1
  A: -1%; B: 1%; C: -14%; D: -4%; E: i; F: 0%; G: -5%; H: 7; I: ?

COCCNC(=O)C1(C)CCCN(CCSc2ccccc2)C1 (configuration not stated)
  A: nt; B: 3%; C: ?; D: 12%; E: i; F: 9%; G: -2%; H: 12; I: nt

CCc1nccn1S(=O)(=O)c1cc(C)c(OC)cc1C
  A: 0%; B: 0%; C: 26%; D: -17%; E: i; F: -2%; G: 8%; H: 8; I: -6%

CN1C(C(=O)Nc2ccccn2)=C(O)c2sc(Cl)cc2S1(=O)=O
  A: -44%[inhibitor]; B: -6%; C: 5%; D: 0%; E: i; F: 12%; G: 4%&-20%; H: 6; I: 27%

Cn1c(NC(=O)c2ccc(F)cc2)c(-c2ccccn2)c(=O)c2ccccc21
  A: -11%; B: 5%; C: 2%; D: 11%; E: ?; F: 4%; G: nt; H: 23; I: -9%

CCOc1ccc(-c2[nH]nc3c2C(c2ccc(O)cc2)C(C#N)=C(N)O3)cc1 (configuration not stated)
  A: -4%; B: -14%; C: -9%; D: 7%; E: i; F: -5%; G: -7%; H: -1; I: ?

O=C(NCCOc1ccccc1)C1CCCN1C(=O)c1cccs1 (configuration not stated)
  A: -7%; B: 6%; C: 8%; D: 9%; E: i; F: 15%; G: 5%; H: -10; I: -5%

CCC1Oc2ccccc2N(CC(=O)NCC2CCCO2)C1=O (configuration not stated)
  A: -10%; B: -7%; C: 10%; D: 0%; E: i; F: 0%; G: 12%; H: 6; I: -6%

CCOc1cc(C(=S)N2CCC(O)CC2)ccc1OS(=O)(=O)c1ccc(Br)cc1
  A: -1%; B: -29%; C: -3%; D: 7%; E: ?; F: ?; G: 1%; H: -82*; I: -2%

C=CCOc1ccc(/C=C/C(=O)OCC(=O)NC(C)c2ccc(F)cc2)cc1 (configuration not stated)
  A: 11%; B: -6%; C: -12%; D: -16%; E: i; F: -1%; G: -11%; H: 17; I: -2%

CCC(=O)NCCc1cc2ccc(C)cc2[nH]c1=O
  A: -12%; B: -1%; C: 9%; D: 3%; E: i; F: -1%; G: 5%; H: 12; I: -2%

CCCCC(CC)C(=O)NCc1ccc(F)cc1 (configuration not stated)
  A: -5%; B: -1%; C: 6%; D: -29%; E: i; F: 0%; G: -1%; H: 0; I: ?

Cc1ccc(-c2nnc(Nc3ccc(CC(N)=O)cc3)c3ccccc23)cc1S(N)(=O)=O
  A: -10%; B: -33%; C: 16%; D: 19%; E: i; F: 23%; G: -1%; H: 32; I: -7%

CCC(=O)Nc1ccc2nc(SCCOc3ccc(C)cc3OC)sc2c1
  A: nt; B: -14%; C: nt; D: 1%; E: ?; F: nt; G: -7%; H: nt; I: nt

COC(=O)c1c(-c2cccnc2)csc1NC(=O)c1ccc2c(c1)OCO2
  A: ?; B: -5%; C: 11%; D: -6%; E: i; F: -7%; G: 27%; H: i; I: -1%

O=C(Nc1ccccc1C(F)(F)F)C1CCN(S(=O)(=O)c2ccccc2)CC1
  A: nt; B: -2%; C: nt; D: 1%; E: i; F: nt; G: 1%; H: nt; I: nt

COc1ccc(C(=O)OCC(=O)N2CC(=O)Nc3ccccc32)cc1Br
  A: 0%; B: -28%; C: -2%; D: 5%; E: i; F: -1%; G: 0%; H: 14; I: -1%

O=C(Nc1nc2ccccc2s1)c1ccccc1
  A: -6%; B: -27%; C: -12%; D: ?; E: i; F: -2%; G: nt; H: 1; I: -7%

Single records (already shown). Screens in order: SW480 rereplic	HepG2 tox	HT1080 IDH1KD tx	KB-3-1 tox	S2 tox	HT1080NT lethal	ATXN2 expr inh	IL-1B inflam inh	MCF10A rereplic
Profile of CN(C)C(=O)[C@H]1C[C@H]1[C@@H](O)[C@H](CO)NC(=O)[C@H](Cc1ccccc1)NC(=O)OC(C)(C)C = -26%	15%	15%	-4%	i	12%	3%	10	0%
Profile of C=CCOc1ccc(/C=C/C(=O)OCC(=O)NC(C)c2ccc(F)cc2)cc1 (configuration not stated) = 11%	-6%	-12%	-16%	i	-1%	-11%	17	-2%

This is a random part of the collection, and some 8.9% of all compounds hit somewhere here.
